From PubChem BioAssay
OX1R antag = human HCRTR1 antagonism | CHO/OX1R cells, Fluo-8 calcium fluorescence, orexin A | O43613 | 0.43% of 330,000 active | inhibition, % at 5 µM;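 active = inhibition above its plate's threshold, mean inhibition of all tested compounds on the plate plus 3 SD, cut at about 37% in these data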;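 also: 0% = orexin A challenge wells and 100% = SB-334867-A antagonist wells; not every result past the cut was called active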
Target sequence (O43613 whole entry, looked up): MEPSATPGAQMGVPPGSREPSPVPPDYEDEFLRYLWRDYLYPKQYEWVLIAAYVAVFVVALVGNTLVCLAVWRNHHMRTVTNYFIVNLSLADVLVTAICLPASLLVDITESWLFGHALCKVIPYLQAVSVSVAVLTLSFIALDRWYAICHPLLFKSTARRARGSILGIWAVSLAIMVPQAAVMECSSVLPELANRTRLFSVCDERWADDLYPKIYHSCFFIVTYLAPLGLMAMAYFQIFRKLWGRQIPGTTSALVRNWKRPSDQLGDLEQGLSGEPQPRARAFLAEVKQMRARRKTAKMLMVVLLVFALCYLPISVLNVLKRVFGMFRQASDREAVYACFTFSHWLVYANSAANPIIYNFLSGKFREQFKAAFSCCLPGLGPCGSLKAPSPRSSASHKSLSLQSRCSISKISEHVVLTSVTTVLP
CHT allo act = allosterically activates the human high affinity choline transporter; CHT-expressing cells, membrane potential dye, choline EC20; hits give high values; LV-AA mutant CHT in HEK293 cells; B-score at 10 µM; 0.49% of 310,000 active;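 active = initial fluorescence not abnormally high and integrated response B-score, plate-corrected, over 3 SD above library mean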
Target sequence (Q9GZV3 whole entry, looked up): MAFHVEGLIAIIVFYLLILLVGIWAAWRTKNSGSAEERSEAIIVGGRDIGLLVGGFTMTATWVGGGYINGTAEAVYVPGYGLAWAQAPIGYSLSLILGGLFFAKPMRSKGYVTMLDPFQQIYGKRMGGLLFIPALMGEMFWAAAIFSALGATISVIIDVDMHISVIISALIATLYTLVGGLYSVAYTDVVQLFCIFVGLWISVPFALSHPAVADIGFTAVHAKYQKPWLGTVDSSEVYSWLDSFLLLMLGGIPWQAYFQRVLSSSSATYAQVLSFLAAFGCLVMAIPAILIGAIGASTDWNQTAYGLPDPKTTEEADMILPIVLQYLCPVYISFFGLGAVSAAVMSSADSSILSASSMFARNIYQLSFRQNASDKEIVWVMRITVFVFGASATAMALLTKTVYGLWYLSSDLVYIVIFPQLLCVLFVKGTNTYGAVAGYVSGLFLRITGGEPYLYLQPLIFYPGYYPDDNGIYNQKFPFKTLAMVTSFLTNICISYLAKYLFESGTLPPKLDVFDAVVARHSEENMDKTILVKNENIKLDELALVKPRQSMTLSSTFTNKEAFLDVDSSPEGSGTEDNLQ
Active calls of the source: *; i = inactive; · = no result given.

Structure,CHT allo act,OX1R antag
COc1ccccc1C(=O)Nc1sc2c(c1C#N)CCC2,i,19
CSCCC(NC(=O)c1ccco1)C(=O)OCC(=O)N(Cc1ccccc1)C(C)(C)C (configuration not stated),i,-30
CC12CCC(C(=O)N(CC(O)CN3CCN(Cc4ccccc4)CC3)C1=O)C2(C)C (configuration not stated),i,-13
O=C(NCC(=O)N1CCN(c2ccccn2)CC1)c1ccc(Br)o1,i,-10
FC(F)(F)c1ccc(N2CCOCC2)c(NC2=NCCCCC2)c1,i,-29
CCCCc1c(C)nc2c(OC)cccc2c1SCCC(=O)O,i,-9
CC(=O)Nc1nc2ccc(C(=O)NC3CCCCC3)cc2s1,i,-22
CSc1nc2ccccc2cc1/C=C(\C#N)c1cccc(C)c1,i,-32

More structures:
Structure,CHT allo act,OX1R antag
Cc1cc(NC(=O)CN2C(=O)NC(C)(CCc3ccccc3)C2=O)no1 (configuration not stated),i,-10
COc1ccc(N(CC(=O)NCC2CCCO2)C(=O)CCC(=O)Nc2nccs2)c(OC)c1 (configuration not stated),i,-6
CC(Sc1ccccc1)C(=O)NN=C1CCN(C)CC1 (configuration not stated),i,-11
COc1ccc(C(Sc2ccccc2)c2ccccc2)cc1OC (configuration not stated),i,-28
CC(C)(C)C(=O)O/N=C(\N)c1c(Cl)cccc1Cl,i,7
O=C(CN(Cc1ccccc1Cl)C(=O)c1csnn1)NCc1ccccc1,i,-14
O=C(c1ccc(N2CCOCC2)nc1)N1CCOCC1,i,-14
Cn1ccnc1SCC(=O)Nc1ccc2ccccc2c1,i,-13

New compounds follow.
Structure,CHT allo act,OX1R antag
Clc1ccc(/C=N/N2CCN(Cc3ccccc3)CC2)cc1,i,-23
COc1ccc(N/C=C(\C2OC(=O)c3ccccc32)[N+](=O)[O-])cc1 (configuration not stated),i,-20
Cc1cc(C)n(-c2cc(C(=O)O)cc(C(=O)O)c2)n1,i,7
Cc1ccc(C2CC(c3ccco3)n3ncnc3N2)cc1 (configuration not stated),i,-8
Cc1ncc([N+](=O)[O-])n1CC(=O)Nc1ccc(Cl)cc1,i,-4
COc1ccc(Cl)cc1NC(=O)COC(=O)C1CCCCC1,·,-7
CCOc1ccc(NS(=O)(=O)c2ccc(C(=O)NC3CCN(Cc4ccccc4)CC3)cc2)cc1,i,-20
CC(C)(C)NC(=O)N1CCN(c2nc3ccc(Cl)cc3s2)CC1,i,-21

(further entries)
Structure,CHT allo act,OX1R antag
C=CCOc1nc2c(c(=O)n(Cc3ccc(Cl)cc3)c(=O)n2C)n1C,i,-19
Nc1nnn(CC(=O)N/N=C/c2cccc3ccccc23)n1,i,-12
Cc1cc2oc(=O)cc(-c3ccccc3)c2c(C)c1-c1ccc(C(F)(F)F)cc1,·,24
C=CCOc1ccc(NC(=O)C(=O)NCCCn2ccnc2)cc1,i,-15
Cc1ccccc1CS(=O)(=O)Cc1ccc(C(=O)NCCCN2CCOCC2)o1,i,-9
CCOc1ccccc1NC(=O)Cn1nnc(C(=O)NCc2cccs2)c1N,i,-29
O=c1cnc2ccccc2n1CC1CCCCC1,i,0
Cc1ccnc(NC(=O)c2ccc(Cl)c(S(=O)(=O)N3CCCC3)c2)c1,i,-12

More records follow:
Structure,CHT allo act,OX1R antag
O=C(Nc1cc(Cl)cc(Cl)c1)C1CCC(=O)N1Cc1ccccc1Cl (configuration not stated),i,-12
N#C/C(=C\c1ccc(OCc2ccc(Cl)cc2)cc1)C(=O)Nc1cccc(C(=O)O)c1,i,13
CCOC(=O)N1CCN(C(=S)Nc2cc(OC)c(OC)cc2C(=O)OC)CC1,i,-17
CCC(NS(=O)(=O)c1ccc(C)cc1)C(=O)Nc1ccc(NC(C)=O)cc1 (configuration not stated),i,-9
CC(=O)Nc1ccc(S(=O)(=O)Nc2nc3ccccc3nc2Sc2nncn2C)cc1,i,-10
O=C(COC(=O)c1ccc(Cl)nc1)Nc1cc(S(=O)(=O)N2CCOCC2)ccc1Cl,·,-7
O=c1c2c(-c3cccc([N+](=O)[O-])c3)ccnc2[nH]n1-c1ccccc1,i,·
CCN(CC)c1ccc(S(=O)(=O)N2CCOCC2)cc1NC(=O)C1CC1,·,-27

Other compounds:
Structure,CHT allo act,OX1R antag
Cc1cccc(C(=O)NCC(=O)OCCOc2ccccc2Cl)c1,i,-16
COc1ccc(NC(=O)CCCN2C(=O)CN(C)C2=O)c(OC)c1,·,-38
O=C(c1ccco1)N1CCN(C(=O)c2ccc(-c3ccccc3Cl)o2)CC1,·,-20
CCC(C)c1c(O)nc(SCC(=O)N2CCOCC2)[nH]c1=O (configuration not stated),i,3
COc1cccc(OC)c1C(=O)OCC(=O)NC(=O)NCc1ccccc1,i,-13
COc1cc(OC)c2c(c1)OC(=O)CC2c1ccc2c(c1)OCO2 (configuration not stated),·,4
COc1cc(OC)c(C(=O)OCC(=O)Nc2ccccc2Cl)cc1OC,i,-23
COC(=O)C1=C(C(=O)OC)C(c2ccccc2O)c2sc(=O)[nH]c2S1 (configuration not stated),i,-12

New compounds follow.
Structure,CHT allo act,OX1R antag
CCOC(=O)C1CCN(C(=O)/C=C/c2ccc(S(=O)(=O)N3CCOCC3)cc2)CC1,·,-12
Cc1ccc(N=Cc2c(O)ccc3ccccc23)cc1F,i,5
Cc1cc(C)cc(OCC(=O)Nc2ccc3c(c2)OCCO3)c1,i,-9
COc1ccc(NC(=O)CN2CCN(C(=S)NC3CCCC3)CC2)cc1,i,-10
N#Cc1cccc(C#N)c1N1CCC(C#N)CC1,i,-11
COc1ccc(C2=NN(c3ccccc3)C(=O)/C2=C\c2ccc(O)c(OC)c2)cc1,i,2
CCN(CC)CCNC(=O)CNC(=O)c1nn(-c2ccc(OC)c(OC)c2)c(=O)c2ccccc12,i,-10
CCNc1nc(NCC)nc(NC(N)=S)n1,i,-9

Remaining list, next part:
Structure,CHT allo act,OX1R antag
Nc1ncnc(Nc2ccccc2C(F)(F)F)n1,i,7
CCc1ccc(-c2nc(SCC(=O)N(C)C3CCS(=O)(=O)C3)n[nH]2)cc1 (configuration not stated),i,-13
CCCCn1c(N)c(N(CCOC)C(=O)CN2C(=O)C3CCCCC3C2=O)c(=O)[nH]c1=O (configuration not stated),·,-27
CC(C)(C)NC(=O)COC(=O)c1ccc2c(c1)C(=O)N(Cc1ccco1)C2=O,i,-10
c1ccc(-c2nc(-n3nc4ccccc4n3)nc3ccccc23)cc1,i,-32
COc1cccc2sc(Nc3nc4ccc(NC(C)=O)cc4s3)nc12,i,-2
CO/N=C/c1ccc(N2CCN(C(=O)c3cccc(C(F)(F)F)c3)CC2)c([N+](=O)[O-])c1,i,6
COc1ccc(Cl)cc1C(=O)Nc1nc2ccccc2[nH]1,i,-30

The list continues.
Structure,CHT allo act,OX1R antag
O=C(CCNC(=O)N1CC(=O)Nc2ccccc21)NCc1cccc(Cl)c1,i,5
COc1ccc(-c2oc3c4c(cc(OC)c3c(=O)c2CC=C(C)C)OC(C)(C)C=C4)c(OC)c1,i,-46
CC(=O)c1ccc(S(=O)(=O)N2CCNCC2)cc1,i,3
COc1ccc(N(CC(=O)N2CCCCC2)S(=O)(=O)c2c(C)nn(C)c2C)cc1,i,-25
O=c1[nH]c(=O)n(C2CCCCCC2)c(O)c1C=NCc1ccc(F)cc1,i,-16
Cc1noc(C)c1S(=O)(=O)N(C)C[C@H]1Oc2c(NC(=O)Nc3ccc(C(F)(F)F)cc3)cccc2C(=O)N([C@H](C)CO)C[C@@H]1C,·,-7
Cc1nc(C)c(-c2csc(Nc3ccc(N)cc3)n2)s1,i,-28
COc1ccc(C(=O)C(OC(=O)CNC(=O)c2ccco2)c2ccccc2)cc1 (configuration not stated),i,-23

Reprinted at random: six entries already listed, in no set order.
Structure,CHT allo act,OX1R antag
CSCCC(NC(=O)c1ccco1)C(=O)OCC(=O)N(Cc1ccccc1)C(C)(C)C (configuration not stated),i,-30
COc1cccc(OC)c1C(=O)OCC(=O)NC(=O)NCc1ccccc1,i,-13
COc1ccc(N(CC(=O)N2CCCCC2)S(=O)(=O)c2c(C)nn(C)c2C)cc1,i,-25
Clc1ccc(/C=N/N2CCN(Cc3ccccc3)CC2)cc1,i,-23
N#C/C(=C\c1ccc(OCc2ccc(Cl)cc2)cc1)C(=O)Nc1cccc(C(=O)O)c1,i,13
O=C(CN(Cc1ccccc1Cl)C(=O)c1csnn1)NCc1ccccc1,i,-14

More entries follow.
Structure,CHT allo act,OX1R antag
O=C(CCC1CCCC1)Nc1nnc(-c2ccc3c(c2)OCO3)s1,i,5
CCn1ncc(CN2CCC(Oc3cc(C(=O)NC4CC4)ccc3OC)CC2)c1C,i,·
COc1ccc(Br)cc1C(=O)N/N=C/c1ccc([N+](=O)[O-])cc1,i,-19
O=C(Cn1c(C(=O)OCCO)cc2ccccc21)c1ccccc1,i,-18
Cc1cc(=O)[nH]c(N/N=C/c2cc(C)n(CC(F)(F)F)c2C)n1,i,-14
CCOP(=O)(OCC)c1nc(-c2cccc3ccccc23)oc1NCCc1ccc(OC)cc1,i,-34
CCN(CC)c1ccc(/C=C(\C#N)C(=O)NCc2ccccc2)cc1,i,-8
CC(C)(C)OC(=O)N1CCC(C(=O)N2CCOCC2)CC1,i,1

(listing goes on)
Structure,CHT allo act,OX1R antag
O=C(NCc1ccc(F)cc1)c1cc2c(cc1Cl)N1CCCCCC1=NS2(=O)=O,·,-12
COC(C)c1oc2c(C)c3oc(=O)cc(C)c3cc2c1C (configuration not stated),i,-7
O=C(N/N=C/c1cccc(Cl)c1Cl)Nc1ccccc1,i,-16
COc1ccc(OC)c(-c2csc(NC(=O)COC(=O)C3(C)CC3(Cl)Cl)n2)c1 (configuration not stated),·,-5
O=C(C1CCCN(c2ncnc3c2nc2n3CCCCC2)C1)N1CCN(c2ccc(F)cc2)CC1 (configuration not stated),i,-27
Cc1scc(C(=O)N/N=C/c2ccsc2)c1C,i,1
Cc1cc2c(n1-c1ccc(Br)cc1)CC(C)(C)CC2=O,i,-26
Cc1cc(C(=O)Nc2sc3c(c2C#N)CCCC3)no1,i,-8

(cont.)
Structure,CHT allo act,OX1R antag
COc1ccccc1Oc1ccc(NC(=O)c2ccccc2)cc1,i,-6
Cc1cc(=O)oc2cc(NC(=O)C(C)Oc3cccc(Cl)c3)ccc12 (configuration not stated),i,-9
COc1cccc(C(=O)O/N=C(\N)c2ccncc2)c1OC,i,-15
CSCC[C@H](NC(=O)Cc1c(C)c2c(cc(C)c3c(C)coc32)oc1=O)C(=O)O,i,·
CC1=NN(c2ccc(C(=O)O)cc2)C(=O)/C1=C\c1ccc(OC(=O)c2cccs2)cc1,i,1
C=CCN(CC=C)S(=O)(=O)c1ccc(C(=O)Nc2sc3c(c2C(N)=O)CCCCC3)cc1,i,-14
CCOC(=O)C1CCN(Cc2coc3ccc(Cl)cc3c2=O)CC1,i,-32
COc1ccc(N(CC(=O)NCc2ccc(C)cc2)S(=O)(=O)c2ccccc2[N+](=O)[O-])c(OC)c1,i,8

Next structures
Structure,CHT allo act,OX1R antag
CN(C)S(=O)(=O)c1ccc(Oc2ccc(S(=O)(=O)N(C)C)cc2)cc1,i,19
Clc1cccc(-c2sc(Nc3ccccc3)n[n+]2-c2ccccc2)c1Cl,i,-36
S=C(NC12CC3CC(CC(C3)C1)C2)N1CCOCC1,i,-9
O=C(CNC(=O)c1ccc(Br)o1)NNC(=O)c1ccccc1O,i,-1
O=C(CCN1C(=O)C2CCCCC2C1=O)Nc1nc2c(F)cc(F)cc2s1 (configuration not stated),·,-16
CS(=O)(=O)N(CC(=O)N1CCCC1)c1ccc(Cl)c(Cl)c1,i,-9
CCCCn1c(=O)[nH]c2c(oc3ccccc32)c1=O,i,-5
CNC(=O)c1c(NC(NC(=O)c2ccco2)C(=O)c2ccc(Cl)cc2)sc2c1CCCC2 (configuration not stated),i,-14

Additional records.
Structure,CHT allo act,OX1R antag
CN(C)C(=O)N1CCC(C(=O)NCc2cccs2)CC1,i,5
C[C@H](NC(=O)c1ccc(C(C)(C)C)cc1)C(=O)N1CCN(C/C=C/c2ccccc2)CC1,·,-25
CCc1c(O)c(/C(C)=N\O)c(=O)n(-c2ccccc2)c1-c1ccccc1,i,-12
O=C(Nc1ccc(N2CCN(C(=O)c3ccc(Cl)cc3)CC2)cc1)c1ccc2c(c1)OCCO2,i,18
CCCn1c(-c2ccc(F)cc2)cnc1SCC(=O)O,i,-10
O=[N+]([O-])c1ccccc1CSc1nc2ccccc2o1,i,-11
COc1ccc(-c2csc(NC(=O)C3CCN(C(=O)c4ccc(F)cc4)CC3)n2)cc1OC,i,3
Cc1ccc(NC(=O)COC(=O)c2cccnc2)c(C)c1,i,-8

(next part)
Structure,CHT allo act,OX1R antag
Cn1c(SCC(=O)Nc2nnc(-c3ccccc3)o2)nnc1C1CC1,i,-4
Nc1cccc2c1C(=O)N(C(=O)c1ccc(S(=O)(=O)N3CCCCCC3)cc1)C2=O,i,-23
O=C(NCCCO)C(=O)Nc1ccc2c(c1)N(S(=O)(=O)c1cccs1)CCC2,i,-19
CCOC(=O)[C@H]1[C@H]2COc3ccc(Br)cc3[C@@H]2N2C(=O)c3ccc(F)cc3NC(=O)[C@@]12C,i,-12
CC1(C)Cc2cccc(OCC(=O)NCc3ccccc3)c2O1,i,-9
COc1ccc(/C=C/C(=O)N2CCN(S(=O)(=O)c3ccccc3)CC2)cc1OC,i,-12
CCCOc1ccc(C(=O)CCC(=O)OCC(=O)Nc2ccc(OCC)cc2)cc1,i,-24
CCOC(=O)C1=C(C)NC(=O)C(C#N)C1c1ccncc1 (configuration not stated),i,-11
